Assay outcomes (PubChem BioAssay)
IEC-6 cytotox – counter-screen for KLF5 inhibitors: cytotoxicity in IEC-6 cells; IEC-6 cytotoxicity, luminescence viability; inhibition, % at 5 µM; hit rate 0.78% among 290,000; AID 1825; in the data active = inhibition above about 22%;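 note: 0% = plate median of test compound wells and 100% = cytotoxic reference compound wells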
Platelet DG rel – platelet dense granule release activity; human platelet-rich plasma, SFLLRN dense granule ATP release, luminescence; inhibition, %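 (compounds screened at 7.5 µM in platelet-rich plasma)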; hit rate 0.22% among 300,000; AID 1663;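 active = mean replicate score, as percent of positive control, at or above 50; inconclusive = mean below 50 but at least one replicate at or above 50; inactive = mean and every replicate below 50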
HIF act – HIF pathway transcriptional activation. hit rate 0.32% among 300,000. U2OS HRE-luciferase reporter, luminescence; normalized: DMSO 0%, desferrioxamine 100%. activation, % at 7.5 µM (by protocol);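 active = mean activation of at least 10% of the iron chelator positive control signal, with at least half of replicates also reaching 10%; inconclusive = mean and replicate majority disagree about reaching 10%; inactive = mean and most replicates under 10%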
HSF-1 act – increases HSF-1 driven luciferase reporter signal. NIH3T3-HGL HSF-1 luciferase reporter, MG132, 8 h; 100% = twice DMSO control signal. activation, % at 9 µM. hit rate 1.7% among 300,000. AID 504408;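 active = mean replicate activation of at least 50% with a set share of replicates each reaching 50%; inconclusive = only one of those two conditions met; inactive = mean below 50% and too few replicates reaching it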;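 note: 0% = median of the neutral control wells and 100% = twice that signal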
HSP90 inh – inhibitors of HSP90 luciferase refolding in rabbit reticulocyte lysate; luciferase refolding luminescence, 3 h; inhibition, % at 5.6 µM; hit rate 0.91% among 290,000; AID 1789;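 active = inhibition above the screen-wide mean plus 3 SD, computed separately per campaign, cut at about 16% in these data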;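 note: 0% = DMSO wells and 100% = 60 µM geldanamycin wells; inhibitors lower the luminescence because luciferase stays unfolded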
HSF1 inhib – HSF1 inhibition; NIH3T3-HGL HSE-luciferase, MG132-induced, luminescence 8 h; stronger effect = lower value; activity change, negative = inhibition, % at 7.5 µM (by protocol); hit rate 0.77% among 300,000; AID 2098;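 active = more than half of replicate wells show activity change below -50%, luminescence cut by over half; inconclusive = some wells, but at most half, below -50%; inactive = no replicate well below -50%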;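 note: luciferase reports HSF-1 transcriptional activity via heat shock element; 0% = median of DMSO wells and -100% = zero luminescence signal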
HDAC3 inh – human HDAC3 inhibition; inhibition, % at 8.3 µM; AID 2718; recombinant HDAC3, fluorogenic peptide/trypsin coupled, fluorescence; hit rate 0.15% among 320,000; O15379; in the data active = inhibition above about 26%, passing the limit was not always enough; inconclusive = no clear call, values can overlap the other calls
Target sequence (O15379 whole entry, looked up): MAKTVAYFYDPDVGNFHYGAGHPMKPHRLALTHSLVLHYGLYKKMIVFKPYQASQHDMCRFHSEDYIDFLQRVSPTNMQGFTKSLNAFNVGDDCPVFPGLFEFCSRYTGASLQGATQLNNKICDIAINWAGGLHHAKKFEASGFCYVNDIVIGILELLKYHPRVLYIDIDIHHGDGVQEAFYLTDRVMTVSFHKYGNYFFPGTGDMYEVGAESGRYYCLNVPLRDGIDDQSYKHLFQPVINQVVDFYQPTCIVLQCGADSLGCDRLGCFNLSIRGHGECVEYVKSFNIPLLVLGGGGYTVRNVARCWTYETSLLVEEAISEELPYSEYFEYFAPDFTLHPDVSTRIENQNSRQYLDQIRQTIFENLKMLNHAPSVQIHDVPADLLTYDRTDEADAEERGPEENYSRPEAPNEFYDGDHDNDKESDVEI
aSyn UTR inh – MLPCN primary screen, SNCA 5' untranslated region; alpha-synuclein 5'UTR reporter, inhibitor activity; inhibition, % (tested at 7.5 µM); hit rate 0.82% among 300,000; AID 1813; in the data active = inhibition above about 60%; inconclusive = no clear call, values can overlap the other calls;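 note: H4 neuroglioblastoma cells stably carrying SNCA 5'UTR luciferase fusion; 0% = DMSO wells and 100% = positive control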
KLF5 inh – inhibitors of KLF5 expression. AID 1700. hit rate 0.23% among 290,000. inhibition, % at 5 µM. DLD-1 KLF5 promoter-luciferase reporter, luminescence;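 active = inhibition above a per-plate limit of that plate's mean compound inhibition plus 3 SD, cut at about 60% in these data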;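 note: 0% = DMSO wells and 100% = LY294002 at 200 µM; higher means less KLF5 promoter-driven luciferase light; inactives centre near -14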
AI-2 QS mod – Vibrio harveyi AI-2 quorum sensing modulation. Vibrio harveyi JMH597 AI-2 luminescence/OD600 ratio, 9 h; stronger effect = lower value; strain lacks LuxN and CqsS sensors; 0 = neutral-control median. activity change, % at 7.5 µM. hit rate 0.4% among 300,000; in the data active = activity change below about -75%, passing the limit was not always enough; inconclusive = no clear call, values can overlap the other calls;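 note: luminescence divided by OD600 gain over 9 h not by final OD600 alone; inactives centre near 13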
The depositor's hits bear a star; ? = inconclusive; · = no result given.

SMILES	IEC-6 cytotox	Platelet DG rel	HIF act	HSF-1 act	HSP90 inh	HSF1 inhib	HDAC3 inh	aSyn UTR inh	KLF5 inh	AI-2 QS mod
CN1C(=O)[C@@H]2[C@H](C1=O)[C@@H]1C(=O)Nc3ccccc3C(=O)N1[C@@H]2c1ccc(F)cc1	2.6	14.0	-1.0	-0.3	-7.9	-5.8	-0.8	-3.5	-13.9	18.4
O=C(N/N=C/c1ccc(N2CCOCC2)cc1)c1ccc(O)cc1	1.7	13.2	0.3	0.2	0.0	9.1	0.9	-12.0	-35.0	23.0
COc1ccc(NC(=O)C2CCN(c3ncnc4c3nc3n4CCCCC3)CC2)c(OC)c1	-14.9	3.6	0.7	1.1	-2.6	-1.6	-2.7	7.4	1.9	26.4
CC(=O)c1c(C)[nH]c(C(=O)Nc2nc(-c3ccccc3)c(C)s2)c1C	4.1	4.5	1.4	20.0	-4.3	7.4	-26.5	-76.4	-18.7	15.3
COc1ccc(Cl)cc1NC(=O)CN(C)Cc1cccs1	-3.3	1.2	-0.2	11.2	-0.8	10.4	5.0	12.1	-8.4	·
N/C(=N\OC(=O)c1ccc(Cl)c([N+](=O)[O-])c1)c1ccccc1	2.5	-9.5	0.4	34.7	-1.4	25.6	-6.8	-37.2	1.5	21.9
COc1ccc(N(CC(=O)NCc2ccco2)C(=O)CCC(=O)Nc2nccs2)c(OC)c1	6.5	-6.7	0.5	-7.6	2.8	-4.2	3.8	2.0	-23.1	0.6
CCCOc1ccc(C(=O)NC(=S)N2CCN(c3cc4c(cc3F)c(=O)c(C(=O)O)cn4CC)CC2)cc1	-1.5	-4.0	-0.7	-6.7	-1.0	-7.1	3.6	17.1	4.2	17.6
CC1(C)CC(=O)C=C(Nc2ccc(Br)cn2)C1	5.8	-4.1	0.2	1.4	4.5	-6.1	0.7	30.9	-26.8	13.7
CCOc1ccc(C(=O)NCc2ccco2)cc1	2.8	-5.5	0.5	-2.5	5.9	-4.2	2.6	-15.5	-28.2	21.1
O=C(Nc1ccccc1)Nc1ccc(O)c2ccccc12	·	-15.8	0.3	23.2	·	7.6	-1.7	0.9	·	19.4
CCCc1nnc(NC(=O)CCC(=O)Nc2ccc(F)cc2)s1	2.4	-2.7	0.5	·	-0.3	·	0.8	-4.4	-28.7	9.7
CCOC(=O)c1c(CN2CCOCC2)n(-c2ccccc2)c2ccc(O)cc12	3.1	-1.8	-1.1	30.3	0.1	11.0	7.6	31.5	-9.7	6.3
O=C(NNc1ccccc1Br)C(=O)n1ccc2ccccc21	7.4	15.1	1.0	-8.1	3.2	-0.2	-0.4	-29.5	7.8	-9.8
O=C(CSc1ncn[nH]1)NC1CC2CCC1C2 (stereo not drawn)	1.6	-4.7	-0.1	-4.1	1.6	-6.5	-3.5	0.5	-14.9	26.4
O=C(CCc1nc(-c2ccccc2)no1)N1CCCC1	0.6	2.9	1.8	14.9	3.7	-1.4	-2.5	-35.1	-51.8	8.4
COc1cc(CN(C)CC2CCCN(CCc3ccccc3F)C2)cc(Cl)c1OC (stereo not drawn)	3.8	-11.8	-21.9	0.9	2.0	-4.9	-1.0	35.0	-9.2	34.8
COC(=O)C1C(=O)C2=C(CC1C)NC(=O)CC2c1cccc(C)c1 (stereo not drawn)	-3.6	1.8	-0.2	17.0	-5.7	3.6	3.1	-10.5	-25.2	20.3
Nc1ncc2c(n1)-c1ccccc1CC2	-1.3	-16.8	0.7	-2.3	1.0	-6.8	-25.4	-45.9	-10.3	34.8
COc1ccc(NC(=O)[C@@]2(CC(=O)O)CC(/C=C/c3ccccc3)=NO2)cc1	-6.9	1.4	-10.2	-13.1	-4.1	4.1	2.9	3.8	-7.7	9.6
O=c1c2ccc(Cl)cc2nc(-c2cccc(C(F)(F)F)c2)n1O	-6.2	18.3	0.6	-54.9	-2.1	?	1.7	77.5*	40.5	-68.8
CCCCNCCOCCOc1ccc(C)cc1Br	0.3	-0.9	-0.5	-2.0	-3.7	-15.7	-2.6	34.0	-7.9	2.7
COc1ccc(C)cc1NC(=O)C1CCCN(S(=O)(=O)c2cccnc2)C1 (stereo not drawn)	-8.4	-2.8	0.4	7.7	-6.4	-4.1	12.6	7.7	-14.1	·
O=C(CCN1c2ccccc2Sc2ccccc21)OCc1nnc(-c2ccccc2)o1	-3.3	-3.0	-0.2	7.5	-1.5	1.2	-4.2	1.6	-18.7	8.3
COC(=O)CN(c1nc(C)c(Br)c(OC)n1)S(=O)(=O)c1ccc(C)cc1	-1.6	-2.4	1.0	12.3	5.6	1.3	3.4	41.3	-7.6	5.2
SMILES	IEC-6 cytotox	Platelet DG rel	HIF act	HSF-1 act	HSP90 inh	HSF1 inhib	HDAC3 inh	aSyn UTR inh	KLF5 inh	AI-2 QS mod
Cc1cc(C(C)(C)C)oc1C(=O)N(CC(=O)NC1CCCC1)Cc1ccccc1	-0.5	2.3	0.1	4.3	2.8	-2.6	-6.1	-16.0	7.3	14.3
CCOC(=O)C(C)/C(C)=N/NC(=O)c1cc2ccccc2cc1O (stereo not drawn)	0.0	-10.7	-0.6	14.5	-1.6	6.6	3.8	61.6*	-2.7	9.5
COc1ccc(NC(=O)c2c3c(nc4ccccc24)CCC3)cc1S(=O)(=O)N1CCOCC1	-1.6	-9.2	1.0	10.0	1.3	-1.8	6.6	25.7	1.7	44.0
COCCCNC(=O)CN(c1cccc(Cl)c1C)S(C)(=O)=O	-0.4	4.1	0.0	-0.4	-4.7	-7.5	-3.7	16.4	0.2	12.7
COc1cc(N2CCOCC2)ccc1C=C(C#N)C#N	2.0	-8.0	-0.4	22.0	3.3	-1.0	-2.3	-8.0	1.1	-4.9
COC(=O)CSc1ccc2nnc(CCNS(=O)(=O)c3ccc(C)cc3)n2n1	-4.3	3.7	-0.7	-10.8	-4.0	-5.9	8.3	-12.5	-26.7	-1.0
CN1CCN(C(=O)c2cc([N+](=O)[O-])ccc2Cl)CC1	6.0	-3.0	-0.5	-13.1	2.8	-3.2	1.2	-6.4	-5.2	5.1
CS(=O)(=O)c1ccc(-c2cccc(NC(=O)c3ccc(Br)o3)c2)nn1	·	-1.3	-1.1	-20.0	·	-1.8	4.7	-21.0	·	7.4
CCO[C@H]1OC(C(=O)N2CCCCCCC2)=C[C@@H](c2coc3ccccc3c2=O)[C@@H]1CCCO	-6.1	0.0	-0.7	5.1	5.9	-3.2	4.0	11.0	-16.2	22.0
O=C(Nc1ccccc1)N1CCCCC1c1cccnc1 (stereo not drawn)	-6.5	4.8	1.3	-1.4	-1.9	0.0	2.2	-5.0	-16.6	8.7
CCCCn1c(N)c(-c2nc3ccccc3s2)c2c([N+](=O)[O-])nn(C)c(=O)c21	4.6	-3.8	-0.2	2.7	2.1	3.1	1.2	-0.9	-12.1	17.4
O=[N+]([O-])c1cc(S(=O)(=O)N2CCOCC2)ccc1N1CCCC1	2.1	0.3	-0.2	2.4	-0.4	0.0	6.5	15.0	-7.0	-14.9
CCc1cc(=O)oc2c(C)c(OCC(=O)N3CCC(C(=O)O)CC3)ccc12	3.1	-1.9	-0.3	-1.1	-1.0	1.1	-17.3	4.5	-26.5	22.3
C=CCn1c(O)c(N=NC(=O)CNC(=O)c2ccco2)c2ccccc21	0.6	1.0	4.7	-0.1	-2.8	-5.4	-3.6	-19.6	-13.9	21.3
CSc1ccc(CN2CCN(S(=O)(=O)Cc3ccccc3)CC2)cc1	0.4	-5.2	-0.1	-14.7	0.2	-1.9	-1.5	39.4	4.5	6.6
Oc1ccc(N=Cc2ccc(-c3cccs3)s2)cc1	-7.3	-6.1	0.0	-16.2	-7.8	-5.1	-7.8	-32.0	-38.4	32.8
COc1ccccc1Nc1nc(-c2sc(NC(=O)c3ccccc3)nc2C)cs1	2.1	6.3	0.9	11.9	47.2*	9.1	6.4	-18.2	-46.7	10.7
CC(=O)c1cc(-c2ccccc2)n(CC(=O)Nc2ccc(C)c(C)c2)c1C	4.6	-3.9	0.3	8.0	1.2	-1.7	-5.6	-6.7	-14.9	20.7
Cc1cc(NC(=O)CN2CCN(c3ccccn3)CC2)ccc1Br	0.5	-8.6	-0.5	6.0	-1.2	-1.7	5.3	-5.4	-34.3	31.6
COC(=O)c1ccc(OC)cc1OCC(=O)N1CCN(c2ccc(F)cc2)CC1	0.0	-0.4	-0.3	7.0	1.0	1.3	3.8	-15.8	0.5	-3.5
C=CCn1c(-c2cccn(Cc3ccc(Cl)cc3)c2=O)n[nH]c1=S	-9.2	3.8	0.3	4.6	2.4	0.6	-5.8	-3.9	-31.7	34.5
Cc1cccc(C(=O)Nc2c3c(nn2C(C)(C)C)CS(=O)(=O)C3)c1	5.0	20.3	-0.1	-0.8	-2.6	2.5	0.5	13.4	-3.1	16.6
CCCCNC(=O)C1CCC(CNS(=O)(=O)c2ccc(NC(C)=O)cc2)CC1 (stereo not drawn)	4.3	10.1	0.0	35.7	3.0	-1.5	-1.8	6.4	0.6	19.7
NC(=O)c1ccc(Nc2ccc3c(c2)CCC3)c([N+](=O)[O-])c1	3.7	-5.1	-20.4	-0.5	-4.3	2.8	5.4	40.0	-22.9	9.1
O=C(CCS(=O)(=O)c1ccccc1Cl)NCc1ccc(F)cc1	1.9	-2.0	-0.4	7.0	2.7	-8.3	2.1	-22.3	3.2	1.6
SMILES	IEC-6 cytotox	Platelet DG rel	HIF act	HSF-1 act	HSP90 inh	HSF1 inhib	HDAC3 inh	aSyn UTR inh	KLF5 inh	AI-2 QS mod
Cc1cccc(-n2nnc(C(=O)Nc3ccc(F)cc3)c2N)c1	0.5	-0.3	3.9	44.9	3.2	14.2	2.0	-195.7	-213.0	7.8
COc1ccc(NC(=O)c2ccc(N3C(=O)C4CC=C(Cl)CC4C3=O)cc2)cc1 (stereo not drawn)	1.5	-16.5	-1.2	0.1	-0.3	-1.6	-2.7	8.5	-21.0	15.0
CCn1c(SCC(=O)Nc2cc(C)c(Cl)cc2OC)nnc1-c1ccco1	4.1	0.4	-0.5	-3.3	-1.5	-14.9	-6.7	35.5	22.2	12.7
O=C(NCc1cnn(-c2ccc(F)cc2)c1)C1CCC(=O)N(C2CC2)C1 (stereo not drawn)	-4.6	-3.6	-0.3	2.0	-7.0	-2.6	-11.6	-5.8	-33.3	21.3
Cc1ccc2c(c1)C(c1ccccc1)N(C(=O)c1ccccc1[N+](=O)[O-])CC(=O)N2 (stereo not drawn)	-4.0	1.9	1.9	7.5	-4.2	7.6	-2.4	-3.7	-14.5	22.7
O=C(COC(=O)c1ccc[nH]c1=O)Nc1cc(S(=O)(=O)N2CCCCC2)ccc1Cl	-8.9	2.7	-0.4	10.7	-0.8	0.3	-0.7	12.4	-3.8	12.9
O=C(Nc1ccc(Cl)cc1C(=O)NCCN1CCOCC1)c1ccc(Cl)cc1Cl	1.1	2.9	-0.1	-9.8	2.6	3.3	4.5	3.5	-11.1	10.1
COc1ccc(/C=N/NC(=O)c2ccoc2C)cc1OC	1.2	11.7	3.2	26.2	-1.8	11.8	3.3	-72.5	-112.7	22.7
Cc1csc2nc(CCNS(=O)(=O)c3cccs3)cn12	-2.8	2.3	3.3	12.0	-2.6	6.8	8.7	-141.1	-123.2	24.1
CNC(=S)NNC(=O)c1cn(C)nc1C	-2.4	-4.2	-0.5	1.3	-2.6	-5.7	-4.0	-6.7	-7.7	11.6
